TexasRed fluor: Total Fluorescence Counterscreen for Inhibitors of the Interaction of Thyroid Hormone Receptor and Steroid Receptor Coregulator 2 | TRb/SRC2 Texas Red total fluorescence interference | actives 0.29% (n = 280,000) | AID 1479, 2009 | Potency, µM (top dose mostly 106 µM), for inactives: at the top dose fluorescence change, negative = quenching; active = well fitted curve in either direction with a large enough effect; inconclusive = small, poorly fitted or top-dose-only effect; also: % is scaled to controls: 0 for no effect and ±100 for the full control effect
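Human TRβ ligand-binding domain (0.6 uM) and Texas Red SRC2 peptide (20 nM) in Tris buffer with 1 uM T3 and 5% DMSO were incubated with pinned compound for 5 hr at ambient temperature. Total fluorescence was computed as S + 2P (555/632 nm).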
Tau fibril FP: qHTS for Inhibitors of Tau Fibril Formation, Fluorescence Polarization; K18 P301L tau heparin fibrillization, Alexa594 FP, 6 h; Microtubule-associated protein tau (Homo sapiens), P10636; actives 0.39% (n = 280,000); Potency, µM (top dose mostly 57.7 µM), without a hit: at the highest dose activity, negative = inhibition, usual class: inhibitors; also: % is scaled to controls: 0 for no effect and ±100 for the full control effect; nearly all actives have a fitted effect of over 55% in size
Target sequence (P10636 561-689 P618L limits assumed): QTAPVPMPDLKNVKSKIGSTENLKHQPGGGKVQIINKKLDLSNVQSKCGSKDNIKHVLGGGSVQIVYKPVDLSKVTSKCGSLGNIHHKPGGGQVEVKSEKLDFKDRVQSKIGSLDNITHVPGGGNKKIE
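Human K18 P301L fragment (15 uM unlabeled plus 0.24 uM Alexa 594-labeled) in 100 mM sodium acetate pH 7 with compound, aggregation induced by 20 uM heparin for 6 hr at 37 C. ThT (30 uM) added for 1 hr, then Alexa 594 FP read.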
Tau fibril ThT: qHTS for Inhibitors of Tau Fibril Formation, Thioflavin T Binding; Microtubule-associated protein tau (Homo sapiens), P10636; recombinant tau K18 P301L, heparin-induced fibrillization, ThT fluorescence; Potency, µM (highest dose often 57.4 µM), without a hit: top-dose activity, negative = inhibition, most hits filed as inhibitors; actives 2.1% (n = 270,000); also: % is scaled to controls: 0 for no effect and ±100 for the full control effect; nearly all actives have a fitted effect of over 55% in size
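ThT emission at 510 nm, taken 1 hr after adding 30 uM dye, quantifies aggregates formed when 20 uM heparin acts on human tau K18 P301L for 6 hr at 37 C.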
L3MBTL1 inh: qHTS Assay for the Inhibitors of L3MBTL1 | AID 485360, 2010 | Potency, µM (series often up to 57.1 µM), without a hit: at the top dose activity, negative = inhibition, most hits filed as inhibitors | actives 0.66% (n = 230,000) | Lethal(3)malignant brain tumor-like protein 1 (Homo sapiens), Q9Y468 | AlphaScreen L3MBTL1–H3K9me1 peptide binding; also: % is scaled to controls: 0 for no effect and ±100 for the full control effect; nearly all actives have a fitted effect of over 60% in size
Target sequence (Q9Y468 whole entry, looked up): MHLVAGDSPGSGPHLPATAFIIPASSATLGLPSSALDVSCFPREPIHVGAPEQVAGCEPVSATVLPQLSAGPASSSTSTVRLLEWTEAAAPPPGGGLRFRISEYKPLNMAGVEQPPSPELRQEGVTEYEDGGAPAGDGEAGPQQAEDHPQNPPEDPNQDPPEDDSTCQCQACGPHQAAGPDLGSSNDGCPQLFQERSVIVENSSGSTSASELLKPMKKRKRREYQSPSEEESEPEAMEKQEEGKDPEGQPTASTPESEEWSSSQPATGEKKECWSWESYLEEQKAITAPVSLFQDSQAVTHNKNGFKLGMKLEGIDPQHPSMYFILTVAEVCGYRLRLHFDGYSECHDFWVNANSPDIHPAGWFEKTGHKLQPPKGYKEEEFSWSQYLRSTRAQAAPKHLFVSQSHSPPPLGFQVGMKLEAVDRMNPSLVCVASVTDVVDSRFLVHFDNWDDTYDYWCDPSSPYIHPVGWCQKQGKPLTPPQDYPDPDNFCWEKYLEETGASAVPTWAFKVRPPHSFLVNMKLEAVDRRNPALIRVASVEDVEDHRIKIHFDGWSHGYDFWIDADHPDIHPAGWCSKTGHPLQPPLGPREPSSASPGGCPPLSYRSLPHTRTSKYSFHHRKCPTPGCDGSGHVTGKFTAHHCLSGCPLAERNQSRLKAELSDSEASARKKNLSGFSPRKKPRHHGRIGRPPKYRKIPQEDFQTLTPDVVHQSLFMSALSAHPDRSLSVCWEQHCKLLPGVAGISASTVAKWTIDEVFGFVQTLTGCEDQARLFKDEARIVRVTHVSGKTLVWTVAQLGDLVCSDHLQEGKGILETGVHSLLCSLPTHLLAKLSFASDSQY
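AlphaScreen proximity signal between nickel-chelate acceptor and streptavidin donor beads (final 10 ug/mL) reports binding of 50 nM L3MBTL1 to 75 nM biotin-H3 K9me1 peptide; complex incubated with compounds 30 min at room temperature; cefsulodin titration as control.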
TRb SRC2 PPI: qHTS for Inhibitors of the Interaction of Thyroid Hormone Receptor and Steroid Receptor Coregulator 2 | Thyroid hormone receptor beta (Homo sapiens), P10828 | TRbeta-SRC2 peptide binding, fluorescence polarization; receptor liganded with 1 µM T3 | Potency, µM (series often up to 106 µM), for inactives: top-dose activity change, negative = inhibition, most hits filed as inhibitors | actives 0.065% (n = 280,000) | AID 1469, 2008;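 also: plate controls were bound peptide for no effect and peptide without receptor for full effect; nearly all actives have a fitted effect of over 50% in size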
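Decrease in fluorescence polarization of 20 nM Texas Red SRC2 coactivator peptide flagged inhibition of its binding to 0.6 uM TRb LBD; 1 uM T3 included, incubation 5 hr, ex 555/em 632 nm.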
RECQ1 helicase: qHTS Assay for Inhibitors of RecQ-Like Dna Helicase 1 (RECQ1) | RECQ1 DNA unwinding, red fluorescence kinetic read | Potency, µM (doses to about 57.3 µM), for the others: top-dose activity, negative = inhibition, most hits filed as inhibitors | ATP-dependent DNA helicase Q1 (Homo sapiens), P46063 | actives 0.54% (n = 240,000) | AID 2549, 2010;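 also: plate controls were vehicle for no effect and no enzyme for full effect; nearly all actives have a fitted effect of over 30% in size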
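50 nM RECQ1T1 preincubated 15 min with compound in Tris pH 8.0 buffer with MgCl2, DTT, Tween-20 and 2.5 ug/ml poly(dI-dC); started with 200 nM TAMRA/BHQ-2 forked duplex and 2 mM ATP. Unwinding read as fluorescence (525/598 nm), two reads 2 h apart.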
Tau fluor counter: Counterscreen qHTS for Inhibitors of Tau Fibril Formation, Fluorescence Polarization | tau K18 P301L (four-repeat tau fragment) Alexa594 fluorescence, heparin fibrillization | Potency, µM (titrated, usually from 57.7 µM), inactives show top-dose activity change, negative = decrease | actives 0.93% (n = 280,000); also: % is scaled to controls: 0 for no effect and ±100 for the full control effect; nearly all actives have a fitted effect of over 55% in size
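Human K18 P301L tau (15 uM unlabeled plus 0.24 uM Alexa 594-labeled, final) in 100 mM sodium acetate pH 7 was mixed with compound and 20 uM heparin and incubated 6 hr at 37 C.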
HTT ATP protect: qHTS Multiplex Assay to Identify Dual Action Probes in a Cell Model of Huntington: Cytoprotection (ATP); Potency, µM (doses to about 56.4 µM), for inactives: cytoprotection (ATP increase), most hits filed as activators; AID 1471, 2008; actives 0.14% (n = 230,000); PC12 HTT-Q103 induced, cytoprotection, ATP luminescence, 40 h;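 also: % of control where 0% means no effect; nearly all actives have a fitted effect of over 45% in size; toxic huntingtin expression switched on by the ecdysone agonist tebufenozide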
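Stable PC12 Q103-GFP cells in serum-supplemented, phenol red-free DMEM; induction by tebufenozide at 100 nM final; compound dose series; cell viability quantified luminescently from ATP.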
Active calls of the source: *; i = inactive; ? = inconclusive; / = no result given; & = joins results of further samples; [ ] = dose if it differs, or a comment. Unless noted, calls follow the shape of the dose curve; as a rule, active = well fitted curve in the direction sought with a large enough effect; inconclusive = small, poorly fitted or top-dose-only effect, or another doubt; inactive = no such curve, though single readings can be large; an effect the other way counts as inactive or inconclusive. Potency is read from the fitted curve at half-maximal effect. This is a subset. The share of hits here may be higher or lower than overall.

1	Cc1nc2ncnn2c(N2CCCC(C(=O)Nc3ccc4c(c3)CCC4)C2)c1C (configuration not stated)
2	COc1ccc(-c2nn(-c3ccccc3)cc2/C=N/NC(=O)c2ccc3c(c2)OCO3)cc1
3	O=C(NC1CCCCCC1)c1ccc(OCC2CCCO2)cc1 (configuration not stated)
4	COc1ccc(Nc2oc(-c3ccc(F)cc3)nc2C#N)cc1
5	CCn1c(SCC(=O)C(C)(C)C)nnc1-c1cnccn1
6	CCCc1cnc2c(c1SCC(=O)N1CCC(C)CC1)c(=O)n(C)c(=O)n2C
7	COc1ccc(N2CCN(C(=O)Cn3cnc4c(cnn4-c4ccc(C)cc4)c3=O)CC2)cc1
8	COC(=O)c1scc2c(=O)cc(C(F)(F)F)[nH]c12

Compound	1	2	3	4	5	6	7	8
TexasRed fluor	-2%	-1%	-3%	-5%	-6%	0%	1%	0%
Tau fibril FP	6%	-12%	8%	5%	0%	-13%	0%	-10%
Tau fibril ThT	-15%	-7%	-10%	-9%	0%	-15%	-15%	?
L3MBTL1 inh	29%	-6%	-1%	0%	3%	/	-5%	0%
TRb SRC2 PPI	-16%	-11%	-5%	-1%	-5%	-8%	0%	-2%
RECQ1 helicase	-7%	-11%	i	-6%	i	/	-3%	-7%
Tau fluor counter	-1%	-26%	-6%	-18%	2%	-19%	-5%	-12%
HTT ATP protect	-2%[10 µM]	9%	-29%[10 µM]	0%[10 µM]	9%[10 µM]	/	-5%	-2%[10 µM]

9	NC(=O)CSc1nccn1Cc1ccc2c(c1)OCO2
10	Cc1cc(=O)oc2cc(OCC(=O)OCC(=O)Nc3ccccc3F)ccc12
11	O=C(O)C1CCCN1S(=O)(=O)c1ccc(Cl)c(Cl)c1 (configuration not stated)
12	O=C(c1ccccc1)c1ccccc1N/C=C/c1nnnn1-c1ccccc1
13	O=C(/C=C/c1ccccc1Cl)NNC(=O)c1cccs1
14	CCOC(=O)c1noc2ncnc(N(CCC(=O)OC)c3ccccc3)c12
15	CCc1ccc2oc(C(=O)Nc3nonc3CC)c(C)c2c1
16	COc1ccc(CCNC(=S)Nc2ccc(OC)cc2)cc1

Compound	9	10	11	12	13	14	15	16
TexasRed fluor	1%	1%	-2%	-1%	1%	?	0%	0%
Tau fibril FP	3%	-8%	0%	-9%	3%	-10%	-6%	6%
Tau fibril ThT	-6%	-11%	-4%	-14%	-15%	3%	-9%	-12%
L3MBTL1 inh	2%	/	/	-3%	/	/	/	-1%
TRb SRC2 PPI	-4%	11%	-8%	5%	-9%	-1%	-3%	1%
RECQ1 helicase	i	i	-1%	-8%	i	/	/	i
Tau fluor counter	2%	-9%	-7%	-27%	-9%	-2%	-4%	-22%
HTT ATP protect	9%	-21%	17%	3%	-8%	/	/	18%[10 µM]

17	COc1ccc(/C=C2\SC(=O)N(CCNC(=O)C3CC(=O)N(c4ccccc4)C3)C2=O)cc1 (configuration not stated)
18	COc1ccc(CCNc2nc(SCc3cccc(F)c3)nc3ccccc23)cc1OC
19	COC(=O)CCC(=O)OC1(C)C(=O)C=C2C=C(C3CC3)N(CCc3c[nH]c4ccccc34)C=C2C1=O (configuration not stated)
20	NC(=S)NN=C1C2CC3CC(C2)CC1C3
21	O=C(NCCCN1CCN(CCCNC(=O)c2ccccc2F)CC1)c1ccccc1F
22	O=C(CCCn1c(=O)[nH]c2ccccc2c1=O)NCCSCc1ccccc1
23	Cc1ccc(-c2noc(-c3nnn(CC(=O)Nc4cccc(C(F)(F)F)c4)c3N)n2)cc1
24	COC(=O)c1cc(NC(=O)C2CCCN(S(=O)(=O)c3c(C)n[nH]c3C)C2)cc(C(=O)OC)c1 (configuration not stated)

Compound	17	18	19	20	21	22	23	24
TexasRed fluor	-6%	1%	2%[11.2 µM]	1%	0%	-2%	0%	-1%&-1%
Tau fibril FP	10%	-5%	0%[11.6 µM]	-11%	-2%	0%	?	?
Tau fibril ThT	-9%	-1%	?	-3%	-4%	8%	?	2%&-8%
L3MBTL1 inh	23%	/	/	7%	-1%[11.4 µM]	/	/	/
TRb SRC2 PPI	-2%	9%	4%[11.2 µM]	5%	-9%	-5%	-6%	-1%&0%
RECQ1 helicase	i	/	-6%[11.5 µM]	-4%	i	i	/	2%
Tau fluor counter	-14%	-13%	-7%[11.6 µM]	-1%	1%	-4%	15%	-7%&-6%
HTT ATP protect	-49%[inhibitor]	/	-1%&-3%[10 µM]	1%[10 µM]	34%	-15%	/	-15%

Next part; the last 4 above are carried over.
21	O=C(NCCCN1CCN(CCCNC(=O)c2ccccc2F)CC1)c1ccccc1F
22	O=C(CCCn1c(=O)[nH]c2ccccc2c1=O)NCCSCc1ccccc1
23	Cc1ccc(-c2noc(-c3nnn(CC(=O)Nc4cccc(C(F)(F)F)c4)c3N)n2)cc1
24	COC(=O)c1cc(NC(=O)C2CCCN(S(=O)(=O)c3c(C)n[nH]c3C)C2)cc(C(=O)OC)c1 (configuration not stated)
25	CC(=O)c1c(C)nn(C(=O)N2CCOCC2)c1C
26	O=C(NNS(=O)(=O)c1ccccc1[N+](=O)[O-])c1ccc(O)cc1
27	COc1ccc(NC(=O)CCCCC#Cc2ccccc2)cc1
28	COc1ccc(CCNC(=O)c2ccc3c(c2)N(Cc2ccc(Cl)cc2)C(=O)c2ccccc2S3)cc1OC
29	O=C(O)/C=C/c1ccc(OCCCF)cc1
30	O=C(c1cc2cc(C(F)(F)F)ccc2s1)N1CCOCC1
31	Cc1ccc(/C=N/NC(=O)c2c[nH]c3ccccc23)s1
32	COC(=O)[C@H]1[C@H](C(=O)OC)[C@@H](C(=O)OC)N(c2ccc(OC)cc2)[C@@H]1C(=O)OC

Compound	21	22	23	24	25	26	27	28	29	30	31	32
TexasRed fluor	0%	-2%	0%	-1%&-1%	1%	-2%	-5%	0%	0%	-7%	-8%	-1%
Tau fibril FP	-2%	0%	?	?	0%	0%	-2%	-2%	2%	-3%	4%	3%
Tau fibril ThT	-4%	8%	?	2%&-8%	8%	-6%	?	-8%	2%	-9%	?	0%
L3MBTL1 inh	-1%[11.4 µM]	/	/	/	-8%	/	/	/	/	4%	-1%	2%
TRb SRC2 PPI	-9%	-5%	-6%	-1%&0%	13%	9%	-1%	-12%	-1%	-2%	6%	-6%
RECQ1 helicase	i	i	/	2%	-6%	-2%	i	/	i	-10%	-29%	-6%
Tau fluor counter	1%	-4%	15%	-7%&-6%	2%	-7%	?	-30%	-1%	-6%	-27%	7%
HTT ATP protect	34%	-15%	/	-15%	-6%	8%	-40%[inhibitor]	/	?	?	-24%	/

33	Cc1cnc([N+](=O)[O-])n1CCOC(=O)NC(=O)c1ccccc1Cl
34	COc1cc(C(Nc2ccccn2)c2c(NC(=O)c3ccco3)sc(C)c2C)cc(OC)c1OC (configuration not stated)
35	O=C1NC(c2ccc3c(c2)OCO3)Nc2ccccc21 (configuration not stated)
36	CC(C)CCC(CC(C)O)C(=O)NNC(=S)Nc1ccccc1 (configuration not stated)
37	O=C(Nc1ccccc1)OCc1cc(-c2ccccc2Cl)on1
38	Cc1ccc(C(=O)OC(C)CN2CCN(C)CC2)cc1 (configuration not stated)
39	Cc1cccc(NC(=S)NC(C)C(c2ccccc2)N2CCN(C)CC2)c1C (configuration not stated)
40	Cc1ccc(NC(=O)Cn2cc(S(=O)(=O)c3ccc(C)cc3)c(=O)c3cc4c(cc32)OCO4)cc1

Compound	33	34	35	36	37	38	39	40
TexasRed fluor	0%	2%	2%	-2%	-1%	0%	0%	0%
Tau fibril FP	3%	12%	1%	6%	?	4%	0%	?
Tau fibril ThT	3%	-3%	1%	-1%	-18%	/	-9%	-11%
L3MBTL1 inh	21%	-12%	-1%	-4%	17%	/	-29%	/
TRb SRC2 PPI	11%	2%	7%	-2%	-1%	3%	-7%	-1%
RECQ1 helicase	-3%	6%	-4%	-6%	-1%	-3%	-10%	/
Tau fluor counter	7%	-3%	0%	1%	-26%	-3%	-3%	-28%
HTT ATP protect	-15%	16%[10 µM]	-54%[inhibitor][10 µM]	0%[10 µM]	-23%	13%[10 µM]	-22%	/

41	O=C(NC1CCCC1)C(c1ccsc1)N(C(=O)Cc1cccs1)c1cccc(F)c1 (configuration not stated)
42	Cc1ncsc1C(=O)N1N=C2/C(=C/c3ccc(N4CCOCC4)cc3)CCCC2C1c1ccc(N2CCOCC2)cc1 (configuration not stated)
43	Cc1ccccc1C(=O)Oc1ccc(-c2csnn2)cc1
44	CC(NC(=O)CSc1nnc(-c2cccnc2)n1N)c1ccccc1 (configuration not stated)

Compound	41	42	43	44
TexasRed fluor	1%	0%	1%	-6%
Tau fibril FP	1%	5%	-12%	-2%
Tau fibril ThT	0%	14µM*	?	-7%
L3MBTL1 inh	0%	-6%	28%	10%[11.4 µM]
TRb SRC2 PPI	3%	-6%	11%	-4%
RECQ1 helicase	-12%	i	i	i
Tau fluor counter	1%	-22%	-22%	0%
HTT ATP protect	0%	-3%	5%[10 µM]	-2%[10 µM]

Screening results as filed in PubChem.
